# Source: PubChem (The Scripps Research Institute Molecular Screening Center)
# PAFAH2 inh = inhibitors of human PAFAH2. 340,000 compounds, 0.99% hits. inhibition, % at 3.39 µM. recombinant PAFAH2, FP-rhodamine activity probe, fluorescence polarization;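 active = inhibition above the mean over all tested compounds plus 3 SD, cut at about 30% in these data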;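 also: inhibitors block probe labeling of enzyme so polarization drops; 0% = enzyme with DMSO and 100% = wells lacking PAFAH2 protein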
# pPAFAH FP inh = pPAFAH (human) enzyme inhibition; inhibition, % at 3.39 µM; Q13093; AID 463082; 330,000 compounds, 1.5% hits; recombinant pPAFAH, FP-rhodamine probe fluorescence polarization;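 active = inhibition above the mean inhibition across the screen plus 3 SD, cut at about 25% in these data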;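 also: inhibitors block binding of the rhodamine activity-based probe so polarization drops; 0% = enzyme with DMSO and 100% = wells lacking pPAFAH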
# Target sequence (Q13093 whole entry, looked up): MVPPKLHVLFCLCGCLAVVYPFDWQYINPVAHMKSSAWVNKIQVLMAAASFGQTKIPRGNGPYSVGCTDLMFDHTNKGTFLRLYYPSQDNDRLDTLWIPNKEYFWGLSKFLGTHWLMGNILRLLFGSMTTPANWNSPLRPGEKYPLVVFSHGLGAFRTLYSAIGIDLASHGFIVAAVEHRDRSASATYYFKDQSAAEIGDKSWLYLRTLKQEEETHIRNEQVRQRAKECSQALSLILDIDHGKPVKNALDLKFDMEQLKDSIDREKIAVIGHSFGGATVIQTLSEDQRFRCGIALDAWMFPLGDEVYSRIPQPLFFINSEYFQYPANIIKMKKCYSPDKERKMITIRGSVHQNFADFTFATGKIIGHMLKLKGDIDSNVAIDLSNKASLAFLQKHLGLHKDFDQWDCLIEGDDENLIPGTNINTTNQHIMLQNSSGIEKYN
# PREPL inh = inhibitors of human prolyl oligopeptidase-like enzyme PREPL | Q4J6C6 | recombinant PREPL, fluorescence polarization activity-based probe | inhibition, % at 5.96 µM | 320,000 compounds, 0.68% hits | AID 2751; in the data active = inhibition above about 43%;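 also: 0% = enzyme with DMSO and 100% = wells lacking enzyme; many of its hits are not listed in these tables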
# PAFAH1B2 inh = PAFAH1B2 (human) inhibition | 340,000 compounds, 1.2% hits | P68402 | inhibition, % at 3.39 µM | recombinant PAFAH1B2, FP-rhodamine activity probe, fluorescence polarization;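 active = inhibition above the mean of all tested compounds plus 3 SD, cut at about 24% in these data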;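 also: 0% = enzyme with DMSO and 100% = wells lacking PAFAH1B2; many of its hits are not listed in these tables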
# LYPLA1 counter = counter-screen for PME1 inhibitors: inhibitors of human LYPLA1; recombinant LYPLA1, FP-Rh probe fluorescence polarization; AID 2174; inhibition, % at 5.9 µM; 320,000 compounds, 0.16% hits;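 active = inhibition above the mean of all tested compounds plus 3 SD, set per campaign, cut at about 14% in these data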;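 also: inhibitors block serine hydrolase probe labeling of LYPLA1 so polarization falls; 0% = enzyme with DMSO and 100% = wells lacking LYPLA1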
# ZTA DNA inh = ZTA (EBV) inhibition in EBNA-1 counter-screen | inhibition, % at 11 µM | 320,000 compounds, 0.15% hits | ZTA-DNA binding, fluorescence polarization; in the data active = inhibition above about 33%
# Target sequence (P03206 whole entry, looked up): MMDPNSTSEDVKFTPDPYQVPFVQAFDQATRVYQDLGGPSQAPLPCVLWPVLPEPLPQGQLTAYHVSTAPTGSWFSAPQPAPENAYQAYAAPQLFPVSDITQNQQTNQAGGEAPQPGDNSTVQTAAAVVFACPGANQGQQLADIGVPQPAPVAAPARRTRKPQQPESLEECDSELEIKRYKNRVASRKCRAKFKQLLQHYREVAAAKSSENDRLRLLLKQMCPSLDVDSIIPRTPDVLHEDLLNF
# LYPLA2 counter = LYPLA2 (human) inhibition in PME1 counter-screen; recombinant LYPLA2, FP-Rh probe fluorescence polarization; AID 2177; inhibition, % at 5.9 µM; 320,000 compounds, 0.38% hits; O95372;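 active = inhibition above the screen-wide mean plus 3 SD, limit set per campaign, cut at about 26% in these data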;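 also: 0% = LYPLA2 with DMSO and 100% = wells lacking LYPLA2 enzyme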
# Target sequence (O95372 whole entry, looked up): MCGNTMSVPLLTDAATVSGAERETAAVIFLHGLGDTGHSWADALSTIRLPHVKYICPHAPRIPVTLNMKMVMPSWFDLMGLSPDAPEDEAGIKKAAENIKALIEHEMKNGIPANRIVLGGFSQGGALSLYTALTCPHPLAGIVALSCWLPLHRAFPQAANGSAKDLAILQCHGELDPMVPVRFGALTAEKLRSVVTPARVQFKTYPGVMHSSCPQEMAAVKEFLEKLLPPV
# PAFAH1B3 inh = blocks human PAF acetylhydrolase 1B catalytic subunit 3. recombinant PAFAH1B3, FP-rhodamine probe, fluorescence polarization. 340,000 compounds, 0.28% hits. Q15102. inhibition, % at 3.39 µM;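 active = inhibition above the screen-wide average of all tested compounds plus 3 SD, cut at about 25% in these data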;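 also: 0% = enzyme with DMSO only and 100% = wells lacking PAFAH1B3 protein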
# EBNA-1 inhibitor = blocks EBNA-1 binding to DNA; EBNA-1 DNA binding, fluorescence polarization; inhibition, % at 14.8 µM; 300,000 compounds, 0.34% hits; AID 1950; in the data active = inhibition above about 28%
# Numbers without * were called inactive; . = not tested or not shown. This is a subset; rates above refer to the full screens.
SMILES,PAFAH2 inh,pPAFAH FP inh,PREPL inh,PAFAH1B2 inh,LYPLA1 counter,ZTA DNA inh,LYPLA2 counter,PAFAH1B3 inh,EBNA-1 inhibitor
O=S(=O)(Nn1c(O)c(C=C2N=c3ccccc3=N2)sc1=S)c1ccccc1,11,10,19,5,-4,8,-7,4,-9
CCOC(=O)N1CCC(NC(=O)c2cc(S(=O)(=O)N3CCOCC3)ccc2F)CC1,-1,-9,6,-1,-1,0,-4,4,-7
O=C(Nc1ccc(Cl)cc1C(F)(F)F)c1ccccc1,-4,-2,0,3,-1,6,4,3,-8
O=C(CN1CCN(c2ccc(F)cc2)CC1)N1N=CCC1c1ccccc1 (centres undefined),7,-6,-2,7,1,13,-3,0,-6
CC[C@H](CO)NCCN[C@H](CC)CO,6,2,-2,0,-3,12,-4,-7,5
Cc1nc(SCC(=O)c2ccc(Cl)s2)c2oc3ccccc3c2n1,-7,-7,-12,3,0,-8,-8,11,-10
Nc1nnc(SCCCC(=O)c2ccc(Br)cc2)s1,0,3,-4,5,0,2,3,-2,-17
Cc1ccc(S(=O)(=O)NC2=NCN(C)CN2)cc1[N+](=O)[O-],1,2,8,-2,1,-1,25,5,7
Cc1c(NC(=O)c2ccc3nsnc3c2)cccc1[N+](=O)[O-],0,5,2,-3,-3,-5,11,-2,-4
Brc1cccc(CNCCCN2CCOCC2)c1,-2,2,2,2,-2,-8,7,-4,1
O=C(CSc1nc(-c2ccccc2)c(-c2ccccc2)o1)Nc1nnc(-c2ccccc2)s1,-16,0,10,-1,-2,9,-5,9,-7
CC(=O)Nc1ccc2c(c1)nc(CCN1CCOCC1)n2C,-7,-5,-4,4,-4,2,-10,-1,-6
O=C(c1cc(-c2ccc(Cl)cc2Cl)on1)N1CCOCC1,37*,1,2,-2,-1,-14,0,-9,-2
O=C(CCCOc1ccccc1)N1CCCc2ccccc21,9,-3,12,7,-2,1,-6,2,1
Cc1cc(C(=O)N2CCC(C(F)(F)F)n3nccc32)on1 (centres undefined),0,-8,0,1,-2,-8,-2,-4,-3
Cc1ccc(S(=O)(=O)N(CC(=O)NCC2CCCO2)C2CCCCC2)cc1 (centres undefined),-3,2,-1,8,0,-7,0,12,-10
COc1cc(/C=N/NC(=O)CC23CC4CC(CC(C4)C2)C3)cc(Br)c1OCC(=O)N(C)C,5,0,3,12,-6,16,-2,7,12
COc1ccc(N2C(=O)C3CC=C(Cl)CC3C2=O)cc1 (centres undefined),2,1,-8,-1,6,-16,7,-1,8
CC1(C)CC(=O)C(N=Nc2cccc(F)c2C#N)=C(O)C1,-1,5,24,2,1,-1,2,2,2
NS(=O)(=O)c1cccc(NC(=O)c2ccc(S(=O)(=O)N3CCCCCC3)cc2)c1,6,3,-6,8,.,.,.,11,.
CCN(CC(=O)Nc1c(F)cccc1F)C(=O)c1ccc(C(F)(F)F)cc1,4,-1,12,4,2,-9,6,0,-11
CC1(C)C2CC=C(/C=N/NC(=S)Nc3cccnc3)C1C2 (centres undefined),4,6,3,3,2,5,4,8,1
CCOc1ccc(C(C)(O)CN2CCOCC2)cc1 (centres undefined),6,1,11,-3,-1,-2,2,7,-12
COC(=O)c1ccc(NC(=O)N2CCC(O)(c3cccnc3)CC2)cc1,2,2,6,-1,0,11,5,0,9
Nc1nc(SCC(=O)c2cccs2)n[nH]1,-8,3,5,4,8,3,8,-5,0
CC(OC(=O)CCCN=C1NS(=O)(=O)c2ccccc21)C(=O)NC1CCCCC1C (centres undefined),2,5,-1,-6,-1,-3,-7,5,-1
COc1ccc(N2CCN(C(C)C(=O)N3CCc4ccccc43)CC2)cc1 (centres undefined),17,-5,28,-2,2,-17,2,1,-5
Cn1c(CCN2CCOCC2)nc2cc(NC(=O)COc3ccccc3)ccc21,-7,-7,7,-4,-2,-5,4,14,-1
COc1ccc(-n2c(Cc3cccn3C)nnc2SCC(=O)Nc2ccc(Cl)cc2)cc1,-3,4,13,10,1,7,-11,5,4
Cc1ccc(C(=O)NC(=S)Nc2ccc(S(=O)(=O)N3CCN(C)CC3)cc2)cc1,0,3,-7,-1,-1,18,4,0,-2

# 3 structures out of the list, arranged by SMILES length, low to high:
SMILES,PAFAH2 inh,pPAFAH FP inh,PREPL inh,PAFAH1B2 inh,LYPLA1 counter,ZTA DNA inh,LYPLA2 counter,PAFAH1B3 inh,EBNA-1 inhibitor
CC1(C)C2CC=C(/C=N/NC(=S)Nc3cccnc3)C1C2 (centres undefined),4,6,3,3,2,5,4,8,1
Cn1c(CCN2CCOCC2)nc2cc(NC(=O)COc3ccccc3)ccc21,-7,-7,7,-4,-2,-5,4,14,-1
NS(=O)(=O)c1cccc(NC(=O)c2ccc(S(=O)(=O)N3CCCCCC3)cc2)c1,6,3,-6,8,.,.,.,11,.

# (more compounds)
SMILES,PAFAH2 inh,pPAFAH FP inh,PREPL inh,PAFAH1B2 inh,LYPLA1 counter,ZTA DNA inh,LYPLA2 counter,PAFAH1B3 inh,EBNA-1 inhibitor
CCC(C)NC(=O)c1cc(OC)c(OC)c(OC)c1 (centres undefined),2,-5,14,1,1,3,-9,2,-5
Cc1cc([N+](=O)[O-])nn1CC(=O)NCc1ccco1,-1,-6,2,0,-1,14,-3,7,-5
CC(C)(C)SCCNC(=O)CN1C(=O)c2cccc3cccc1c23,-4,-4,1,1,-6,-6,-8,5,-8
OC[C@H]1O[C@H](OCCc2ccc(O)cc2)[C@H](O)[C@@H](O)[C@@H]1O,-6,-3,16,4,.,.,.,17,.
O=C(N=Nc1c(O)[nH]c2ccccc12)c1ccco1,11,7,2,14,1,-3,-2,6,-5
Cc1ccc(C2=N/C(=C\N3CCCCC3)C(=O)O2)cc1,9,12,20,0,0,4,12,3,11
CC(=O)c1ccc(NC2c3ncccc3C(=O)N2Cc2ccc(F)cc2)cc1 (centres undefined),1,6,11,0,1,8,4,-5,2
COc1ccc(CCN2CC(O)=C(c3nc4ccccc4c(=O)[nH]3)C2=N)cc1OC,6,-4,-13,0,3,-11,7,-1,-5
COc1ccc(OC)c(NC(=O)c2cnc3n(c2=O)CCS3)c1,4,9,8,-2,2,0,-1,-4,6
CCOC(=O)Cn1nc(C)n(-c2ccccc2)c1=O,9,5,-6,2,3,1,2,4,7
Cc1cc(OCC(=O)OCC(=O)N2c3ccccc3NC(=O)C2(C)C)ccc1Cl,1,18,33,12,-8,1,-2,7,.
CC(=O)N1CCN(c2ccc(NCc3ccc(Br)o3)cc2)CC1,3,11,44*,1,2,1,-5,11,.
COCCCNC(=O)c1cc2cc(Br)ccc2oc1=O,-3,0,8,4,4,0,5,6,6
Cc1ccc(NC(=O)c2nc[nH]c2C(=O)N(C)Cc2ccccc2)cc1,1,2,4,2,-2,3,0,6,.
Cc1ccc2nc(Cc3ccc(N)cc3)oc2c1,-2,7,8,5,-1,16,7,-4,4
CCOC(=O)CSc1nnc(Cc2cc(=O)[nH]c(=O)[nH]2)n1-c1cccc(OC)c1,-8,1,-10,2,1,-20,-1,-4,-6
CN(c1ccc(OCC(=O)N2CCN(c3ccc(F)cc3)CC2)cc1)S(=O)(=O)c1cccs1,3,5,10,7,0,11,2,-1,3
O=C(CSc1ccc(-c2cccc([N+](=O)[O-])c2)nn1)NCc1ccccc1,1,4,-20,-1,1,20,-1,0,6
Cc1cc(NS(=O)(=O)c2ccc(NC(=O)/C=C/c3c(F)cccc3Cl)cc2)nc(C)n1,-4,24,10,-5,-17,7,-5,10,-6
CCOC(=O)Nc1ccc2c(CN3CCN(S(=O)(=O)c4ccc(C(C)C)cc4)CC3)cc(=O)oc2c1,-4,4,-1,4,-2,4,6,11,.
COc1ccc(NC(=O)Nc2cccc3c2O[C@@H](CN(C)S(=O)(=O)c2cn(C)cn2)[C@@H](C)CN([C@H](C)CO)C3=O)cc1,8,5,5,2,.,.,.,12,.
COc1ccc(S(=O)(=O)N(C(=O)C(C)C)c2ccc3oc(=O)sc3c2)cc1,6,9,8,3,4,2,1,7,9
CCC1Oc2ccc(C)cc2N(CC(=O)NCCCN2CCCCC2C)C1=O (centres undefined),-1,-4,7,4,1,4,8,4,-5
CCN(CC)c1ccc2cc(C(C)=O)c(=O)oc2c1,8,6,3,-2,4,14,2,0,17
COc1ccc(C2SCCN2S(=O)(=O)c2ccc(F)cc2)cc1OC (centres undefined),-7,5,-5,5,0,1,-3,5,11
CCCCCCCCNC(C)C(O)c1ccc(SC(C)C)cc1 (centres undefined),-9,0,-11,-4,2,8,40*,2,-2
O=c1c2ccccc2n2c(-c3ccc(C(F)(F)F)cc3)nnc2n1Cc1ccccc1,0,0,-5,-1,-1,0,-2,0,-2
COc1ccc2c3c(c(=O)oc2c1OCC(=O)C(C)(C)C)CCCC3,1,4,-4,4,1,-3,0,2,-7
CSc1cccc(NC(=O)c2nnn(CC(=O)Nc3cc(C)cc(C)c3)c2N)c1,-2,1,-4,-1,-4,15,-17,-3,10
CC(C)CCNC(=O)CCSCCC(=O)NCCC(C)C,-1,-2,6,5,-3,8,2,9,-5
COc1cccc(NC(=S)Nc2ccc(O)cc2)c1,2,9,19,12,-1,5,4,10,-11
O=C(NCc1ccccc1)c1ccc(C(=O)N(C2CCCCC2)C2CCCCC2)cc1,-5,23,-3,4,-5,16,-2,0,9
COc1cc2c(cc1NC(=O)/C=C/c1cc(OC)c(OC)c(OC)c1)oc1ccccc12,-28,-15,26,1,-16,-9,-28,-3,-3
CC(=O)Nc1ccc(NC(=O)COC(=O)[C@@H](NC(=O)c2ccc(F)cc2)C(C)C)cc1,-1,3,-6,2,-5,7,-9,4,7
O=C1COCCOCCOCC(=O)NCCN1,-1,-1,16,2,0,-6,1,4,5
CC(=O)NC(C)c1ccc(Cl)c(Cl)c1 (centres undefined),2,-4,-3,12,-5,-3,-3,3,-4
COc1ccc(C(=O)CCN2CCc3cc(OC)c(OC)cc3C2)cc1,-5,2,1,3,2,9,0,5,-5
C/C(=C\c1ccccc1)C(=O)NCCN1CCOCC1,-1,-1,10,-1,0,8,0,-5,7
O=C1CC2(CCN(C(=O)c3cccc([N+](=O)[O-])c3)CC2)Oc2ccccc21,-7,3,22,6,1,10,8,9,4
Cn1c(SCC(=O)N/N=C/c2ccncc2)nc2ccccc21,-3,1,-7,0,5,5,2,1,-1
O=C(O)CCC(=O)c1ccc2ccc3cccc4ccc1c2c34,.,5,5,.,-2,5,-2,.,3
Cc1ccc(NC(=O)C2=CC(c3ccc(C)cc3)=NS(=O)(=O)N2C)cc1,-5,1,1,0,-12,11,-15,-4,5
COC(=O)Cn1c(=NC(=O)c2cccc(OC)c2)sc2cc(OC)ccc21,-14,-1,1,1,-2,13,-6,-3,9
Cn1c(=N)c(S(=O)(=O)c2ccc(F)cc2)cc2c(=O)n3ccccc3nc21,11,3,21,2,-4,1,0,15,5
O=C(CN1CCCC1)N1CCN(c2ccccc2)CC1,2,-1,7,17,3,-15,3,9,-15
NC(=O)c1ncc(C(F)(F)F)cc1Oc1ccc(C(F)(F)F)cc1,7,-1,-2,5,-1,-25,5,-2,-19
CCOc1ccc(S(=O)(=O)NCCC(=O)OCC(=O)NC(=O)c2cccn2C)cc1,2,25*,21,0,.,.,.,10,.
CC(NS(=O)(=O)c1ccc(Br)s1)c1ccccc1 (centres undefined),10,6,-1,23,2,-4,11,-3,-5
O=C(NCc1cccs1)c1cccc(S(=O)(=O)N2CCCCC2)c1,5,4,-2,5,-1,-2,-4,10,0
COCc1[nH]nc2c1C(c1ccc(F)cc1F)C(C#N)=C(N)O2 (centres undefined),0,-4,5,4,2,-12,4,6,3
COc1ccc(OCC(=O)NCCNC(=O)c2cccnc2)cc1,-7,-1,-7,-5,2,4,6,9,4
O=C(Cn1nnc2ccccc21)Nc1ccc([N+](=O)[O-])cc1,-6,-7,15,5,-3,4,19,11,-13
CCOC(=O)C(C(=O)NCc1ccc(C)cc1)c1ncc(C(F)(F)F)cc1Cl (centres undefined),-3,2,6,8,4,-3,-1,-5,-17
